# SNCA expr inhib – Primary qHTS assay for inhibitors of alpha-synuclein gene (SNCA) expression | HEK-293 SNCA-luciferase knock-in, luminescence, 24 h | Potency, µM (series often up to 57.2 µM), without a hit: at the top dose activity change, negative = inhibition, most hits filed as inhibitors | 140,000 compounds, 0.17% hits;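 further: potency means the concentration at half of the fitted maximal effect; plate controls were DMSO cells for no effect and cell-free wells for full effect; nearly all actives have a fitted effect of over 45% in size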
# 3T3 cytotox – Cytotoxic Profiling in NIH 3T3 Cell Line of Diverse Libraries Using Quantitative High-Throughput Screening | NIH 3T3 viability, CellTiter-Glo ATP luminescence, 48-72 h | Potency, µM (highest dose often 96.7 µM), without a hit: at the highest dose activity change, negative = cytotoxicity, actives largely listed as inhibitors | 94,000 compounds, 4.3% hits; further: potency means the concentration at half of the fitted maximal effect; nearly all actives have a fitted effect of over 55% in size
#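 Mouse fibroblast NIH 3T3 cells, 400 per well, received compound via pintool and were incubated for 48 or 72 hr prior to CellTiter-Glo ATP luminescence measurement.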
# IP6K1 inh – Primary qHTS assay for small molecule inhibitors of Inositol hexaphosphate kinase 1 (IP6K1). IP6K1 kinase, ADP-Glo luminescence, 2 h; hits give low values. activity change, % (series mostly up to about 58 µM). 140,000 compounds, 0.81% hits. AID 1645851, 2021; in the data active means activity change below about -25%
#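 ADP-Glo luminescence measures ADP made by human IP6K1 during a 2 h RT reaction with ATP/IP6 (mix at 1.3 mM/130 uM); top library doses 57.5 and 19.1 uM final.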
# GPT2 inh – Primary qHTS assay for inhibitors of Glutamate pyruvate transaminase 2 (GPT2) | Potency, µM (series often up to 57.7 µM), without a hit: at the top dose activity change, negative = inhibition, hits mostly inhibitors | Alanine aminotransferase 2 (Homo sapiens), Q8TD30 | Recombinant GPT2, coupled pyruvate oxidase/HRP Amplex Red fluorescence | 100,000 compounds, 0.25% hits; further: potency means the concentration at half of the fitted maximal effect; nearly all actives have a fitted effect of over 60% in size; many of its hits are not listed in these tables
# Target sequence (Q8TD30 whole entry, looked up): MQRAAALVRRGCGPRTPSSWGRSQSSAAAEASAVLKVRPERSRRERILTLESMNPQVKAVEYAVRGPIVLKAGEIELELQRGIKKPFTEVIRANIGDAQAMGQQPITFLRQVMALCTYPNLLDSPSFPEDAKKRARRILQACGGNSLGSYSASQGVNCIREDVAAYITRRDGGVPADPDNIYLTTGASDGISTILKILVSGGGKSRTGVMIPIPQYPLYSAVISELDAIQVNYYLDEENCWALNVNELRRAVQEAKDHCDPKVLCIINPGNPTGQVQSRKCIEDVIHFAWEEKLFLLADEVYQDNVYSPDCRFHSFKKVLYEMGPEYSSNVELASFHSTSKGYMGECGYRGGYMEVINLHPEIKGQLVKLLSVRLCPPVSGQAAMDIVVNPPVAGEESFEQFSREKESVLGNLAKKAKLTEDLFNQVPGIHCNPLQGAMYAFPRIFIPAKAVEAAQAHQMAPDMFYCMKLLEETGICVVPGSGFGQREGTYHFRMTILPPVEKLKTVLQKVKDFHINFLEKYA
#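 Recombinant GPT2 (10ng/uL) with 250uM a-KG and 2mM L-alanine, 30 min at room temperature, in HEPES pH 7.5 buffer. Pyruvate detected by pyruvate oxidase/HRP/Amplex Red fluorescence after 30 min in the dark; AOA (50uM) as positive control.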
# SNCA viab count – GF-AFC viability counterscreen for inhibitors of alpha-synuclein gene (SNCA) expression; HEK-293-SNCA-luc viability, GF-AFC fluorescence, 24 h; Potency, µM (highest dose often 57.1 µM), for the others: at the top dose activity change, negative = cytotoxicity, hits mostly cytotoxic; 150,000 compounds, 0.12% hits;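 further: potency means the concentration at half of the fitted maximal effect; 0% = DMSO-treated cells and -100% = medium-only wells without cells; nearly all actives have a fitted effect of over 30% in size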
#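 HEK-293-SNCA-luc cells (1500/well) plated 24 h, then exposed 24 h to a dilution series; GF-AFC added 30 min at 37C, fluorescence 405/540 nm; normalised to medium-only and DMSO wells, Hill fit.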
# FLuc inh – Firefly luciferase inhibition profiling of diverse chemical library using quantitative high-throughput screening | Luciferin 4-monooxygenase (Photinus pyralis), P08659 | purified P. pyralis luciferase, luminescence, biochemical | Potency, µM (doses to about 115 µM), inactives show top-dose activity change, negative = inhibition, most hits filed as inhibitors | 76,000 compounds, 2.5% hits | AID 1347043, 2019; further: potency means the concentration at half of the fitted maximal effect; nearly all actives have a fitted effect of over 65% in size
# Target sequence (P08659 whole entry, looked up): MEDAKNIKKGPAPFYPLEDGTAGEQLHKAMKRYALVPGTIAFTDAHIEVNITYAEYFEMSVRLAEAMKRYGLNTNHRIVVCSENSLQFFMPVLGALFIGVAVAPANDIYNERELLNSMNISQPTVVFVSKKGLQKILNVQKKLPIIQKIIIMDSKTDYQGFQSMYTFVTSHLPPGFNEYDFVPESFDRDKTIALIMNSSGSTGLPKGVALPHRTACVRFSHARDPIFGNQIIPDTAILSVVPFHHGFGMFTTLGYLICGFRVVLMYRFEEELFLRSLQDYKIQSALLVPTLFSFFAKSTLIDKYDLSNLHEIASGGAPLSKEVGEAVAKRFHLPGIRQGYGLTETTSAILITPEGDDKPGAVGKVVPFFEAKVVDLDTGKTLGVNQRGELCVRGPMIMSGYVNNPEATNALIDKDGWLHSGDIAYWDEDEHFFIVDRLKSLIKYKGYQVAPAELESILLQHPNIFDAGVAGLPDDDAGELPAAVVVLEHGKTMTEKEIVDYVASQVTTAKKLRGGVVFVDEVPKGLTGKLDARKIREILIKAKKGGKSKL
#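 Luminescence read by CCD imager after adding enzyme (10nM final) to wells holding compound, titrated in qHTS. Substrates 10uM each D-luciferin and ATP; buffer 50mM Tris acetate pH 7.5, 10mM Mg acetate, Tween-20, BSA.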
# HEK293 tox – Cytotoxic Profiling in HEK 293 Cell Line of Diverse Libraries Using Quantitative High-Throughput Screening; HEK 293 viability, ATP luminescence (CellTiter-Glo), 48-72 h; Potency, µM (top dose mostly 115 µM), inactives show at the top dose activity change, negative = cytotoxicity, hits mostly inhibitors; 94,000 compounds, 6.6% hits; further: potency means the concentration at half of the fitted maximal effect; nearly all actives have a fitted effect of over 60% in size
#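 Viability of HEK 293 cells, plated at 250 cells/well, was judged by cellular ATP after compound treatment for 48 or 72 hr. Luminescence was imaged 10 min after CellTiter-Glo addition at room temperature.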
# An asterisk follows results filed as active; i = inactive; u = inconclusive; x = no result given; & = joins results of further samples; [ ] = another dose, or the depositor's remark. Unless noted, the call rests on the fitted dose curve; in most records, active means well fitted curve in the direction sought with a large enough effect; inconclusive means small, poorly fitted or top-dose-only effect, or another doubt; inactive means no such curve, though single readings can be large; an effect the other way counts as inactive or inconclusive. Unless noted, on the % scale 0 is the no-effect control and ±100 the full control effect. The list is partial; rates above refer to the full screens.
# A first look:
Compound	IP6K1 inh	GPT2 inh	FLuc inh	3T3 cytotox	SNCA expr inhib	SNCA viab count	HEK293 tox
COc1ccc2c(c1)c1c(c(=O)n(-c3cccc(Cl)c3)c(=O)n1CC(=O)NCC1CCCO1)n2C (centres undefined)	2	x	x	x	-9%	-22%	x
CN(Cc1cccc(C(F)(F)F)c1)C(=O)c1ccccc1F	-13	i	2%[172 µM]	-30%[138 µM]	13%[87.6 µM]	5%[87.6 µM]	u

# Main list, from the start:
Compound	IP6K1 inh	GPT2 inh	FLuc inh	3T3 cytotox	SNCA expr inhib	SNCA viab count	HEK293 tox
COc1ccc2c(c1)c1c(c(=O)n(-c3cccc(Cl)c3)c(=O)n1CC(=O)NCC1CCCO1)n2C (centres undefined)	2	x	x	x	-9%	-22%	x
CN(Cc1cccc(C(F)(F)F)c1)C(=O)c1ccccc1F	-13	i	2%[172 µM]	-30%[138 µM]	13%[87.6 µM]	5%[87.6 µM]	u
CN(C)CCN(C)C(=O)c1ccc2c(c1)NC(C)(COc1ccccc1)CO2 (centres undefined)	23	-15%[88.5 µM]	2%[172 µM]	89µM*	-16%[87.6 µM]	7%[87.6 µM]	u
CC1CCN([C@@H]2[C@H](O)[C@H](CO)O[C@@H]2CNS(=O)(=O)c2ccc(Cl)cc2)CC1	26	-4%	-3%	-6%	-2%	-3%	-5%
Cc1c(C(=O)Nc2ccc(F)c(F)c2)oc2ccc(S(=O)(=O)N(C)C3CCCCC3)cc12	5	x	x	x	10%	-3%	x
CCC(C)c1ccccc1OCC(=O)Nc1ccc(S(=O)(=O)Nc2cc(C)on2)cc1 (centres undefined)	15	x	x	x	10%	6%	x
N#Cc1ccc(C(=O)NC2CCN(c3cc(-c4ccccc4)[nH]n3)CC2)cc1	29	-19%	2%	u	-19%	4%	u
C=CC(=O)Nc1cccc(Sc2nc(Nc3ccc(N4CCN(C)CC4)cc3)ncc2Cl)c1	-5	-17%&-15%	x	x	-3%	u	x
CCn1cc(C(=O)N(C)Cc2ccccc2)c(=O)c2cc(S(=O)(=O)N3CCc4ccccc4C3)ccc21	9	x	x	x	1%	-17%	x
O=C(Cc1c[nH]c2ccccc12)NCC12CCCC=C1NC(=O)CC2 (centres undefined)	-9	i	15%	-22%	-14%	11%	0%
COc1ccc(CN2C=C(C(=O)OCc3noc(-c4ccc(C#N)cc4)n3)C(C)=NS2(=O)=O)cc1	-1	i	2%	u	u	-24%	u
Cc1ccc(NC(=O)c2ccc(-c3cccc(Cl)c3C)o2)cc1	8	x	x	x	51%[activator]	4%	x
Cc1ccc(Cn2c(C(=O)O)c(CNC3CCCCC3)c3ccc(C)cc32)cc1	4	x	x	x	4%	5%	x
COCCN1C(=O)CS(=O)C12CCN(S(=O)(=O)c1cn(C)cn1)CC2 (centres undefined)	0	i	-1%	i	18%	-2%	i
O=C(c1cccnc1)N1CCOC[C@H](Oc2ccc(C(F)(F)F)cn2)C1	18	i	1%[172 µM]	-22%[138 µM]	5%[87.6 µM]	9%[87.6 µM]	-23%[172 µM]
O=S(=O)(N[C@H]1[C@H](O)[C@H](O)C[C@@H]1C1CCCCC1)c1ccccc1	1	-5%[88.5 µM]	-1%[172 µM]	3%[174 µM]	-3%[87.6 µM]	2%[87.6 µM]	1%[172 µM]
COc1cccc(-c2cccc(CN3CCCC3C(=O)NCc3ccc(F)cc3F)c2)c1 (centres undefined)	13	1%	x	u	-11%	-19%	u
CCOc1ccccc1C1NC(=O)N(CC(=O)NCc2ccc(C)cc2)C2=C1C(=O)OC2 (centres undefined)	0	-5%	-5%	-5%	u	13%	-9%
CCOc1ccccc1NC(=O)N1CCCN(C)c2ccccc21	10	u	x	u	11%	-10%	u
COc1ccc(N2CCN(C(CNC(=O)c3ccc(C)cc3)c3ccc4c(c3)OCO4)CC2)cc1 (centres undefined)	-2	x	x	x	-24%	-4%	x
Clc1ccccc1Cn1cccc1C1=NC(Cc2ccccc2)CO1 (centres undefined)	-10	x	x	x	-8%	6%	x
O=C(CCc1nnn2c1CN(Cc1cn[nH]c1-c1ccc(F)cc1)CC2)N1CCCC1	-4	-3%	-1%	-1%	-2%	-8%	-2%
O=C(NCCc1ccccc1)N1CCCC(c2nc(C3CCOCC3)no2)C1 (centres undefined)	0	-2%	-13%	-12%	15%	5%	-17%
CC(CNC(=O)C1CCN(C(=O)c2cc3sccc3n2C)CC1)c1ccccc1 (centres undefined)	-10	x	x	x	u	-5%	x
O=C(c1cccc(Cl)c1)N1CCn2c(nn(-c3ccncc3)c2=O)C1	-5	i	-7%	u	-7%	-12%	-28%
N#C/C(=C\c1c(Oc2ccc(F)cc2)nc2ccccn2c1=O)c1nc2ccccc2s1	-17	x	x	x	-4%	2%	x
CCCNC(=O)N1CCOc2ccc(CN3CCc4ccccc4C3)cc2C1	-10	i	0%	u	-29%	3%	u
COCC(=O)NC[C@H]1CCN(Cc2cccc(C)c2)C[C@H]1N(C)C	11	i	-6%	-6%	20%	3%[12.5 µM]	2%
COc1ccc(OC)c(NC(=O)C2CCN(S(=O)(=O)c3c(C)noc3/C=C/c3ccc(C)cc3)CC2)c1	0	x	x	x	-19%	-16%	x
CCC1(N2CCN(C(=O)c3ccncc3)CC2)CCN(CCC(C)C)C1 (centres undefined)	-2	i	-11%	-19%	-24%	-6%	-6%
COC(=O)c1ccccc1NC(=O)CCCn1c(C)c2cnn(-c3ccccc3)c(=O)c2c1C	3	x	x	x	18%	7%	x
Cc1nc(-c2cn3c(n2)-c2ccc(-c4cnn(C(C)(C)C(N)=O)c4)cc2OCC3)n(C(C)C)n1	1	-9%	x	x	x	-34%	x
CN(C)c1ccc(CNC(=O)C2(c3ccc(NS(C)(=O)=O)cc3)CCCCC2)cc1	19	i	4%	-28%	-11%	5%	u
COCCn1ncc(N2CCC(NC(=O)c3ccc(OC)nc3)CC2)cc1=O	26	i	6%	-11%	-3%	-29%	-1%
O=C(O)c1cc(-n2c(/C=C\c3ccc(F)cc3)nc3ccccc3c2=O)ccc1Cl	-1	x	x	x	-5%	-11%	x
FC(F)(F)c1ccc(-c2ncc[nH]2)cc1	-7	-6%[88.5 µM]	x	u	35%[activator][87.6 µM]	-6%[87.6 µM]	u
O=C(c1ccccc1)N1CCC2(CC(c3cccc(C(F)(F)F)c3)=NO2)C1 (centres undefined)	12	-1%	x	u	-9%	3%	u
O=C1CCCCC(CNC(=O)C2CC2)N1 (centres undefined)	-5	-4%	-2%	i	u	-2%	i
CN1CCC(OCCCn2cnc3cn(C)nc3c2=O)CC1	-14	i[11.5 µM]	0%	-1%	-8%	3%	2%
COc1cccc(CN2Cc3nc(-c4c(C)noc4C)ccc3OCC2=O)c1	-4	5%[88.5 µM]	-13%[172 µM]	40µM*	2%[87.6 µM]	5%[87.6 µM]	u
COc1ccc(Cn2c(-c3cccc(Cl)c3)nc(C)c(CCO)c2=O)cc1F	3	i	-3%	u	6%	9%	u
COCCN1C(=O)CS(=O)(=O)C12CCN(C(=O)c1cccc(OC)c1)CC2	21	u	-3%	-20%	-20%	-3%	-11%
Cc1ccc(-c2nc(C3CC(=O)N(c4ccc(F)cc4)C3)no2)cc1 (centres undefined)	-2	2%	-9%	-19%	-9%	19%	u
Cc1oc2ccn(Cc3ccccc3F)c(=O)c2c1C(=O)NC1CCCCC1	6	i	-13%	u	-28%	0%	u
O=C(C1CCCC1)N1CCn2c(nnc2-c2ccccc2)C1	12	i	-5%[172 µM]	-31%[138 µM]	-6%[87.6 µM]	-10%[87.6 µM]	-11%[172 µM]
Cc1ccc(-c2cnc(NCc3ccc(C(F)(F)F)cc3)n2C)cc1	-11	x	x	x	-20%	-3%	x
CCOc1ccc(/C=C/c2nc(C#N)c(NCCc3ccccc3)o2)cc1	-7	x	x	x	-6%	-16%	x
CN1C(=O)C(c2ccccc2)CC12CCN(Cc1ccc(F)cc1F)CC2 (centres undefined)	2	-10%	11%	-33%	3%	-3%	u
COc1ccc(CCNC(=O)c2c(C)noc2-c2ccccc2Cl)cc1OC	-4	-4%	3%	-14%	-12%	5%	u
CCOc1ccc(C(=O)Nc2ccc3c(c2)CCCN3S(=O)(=O)c2ccc(C)cc2)cc1	-1	x	x	x	22%	6%	x
Cc1cc(N)n(CC(=O)N[C@@H]2COCC[C@@H]2OCc2c(C)noc2C)n1	-1	-14%	-6%	-7%	-23%	7%	-2%
COc1ccc(CNC(=O)N2CC3CC(C2)[C@H]2CCCC(=O)N2C3)cc1 (some centres undefined)	12	i	-5%	i	4%	2%	-2%
CCN1CCN(C(=O)CCC[C@@H]2[C@H]3CCCN4CCC[C@@H](CN2Cc2ccccc2)[C@@H]34)CC1	-7	-5%	15%	u	0%	-12%	u
CN1Cc2nc(-c3ccc4c(c3)OCO4)ccc2OCC1=O	-11	-1%[88.5 µM]	-7%[172 µM]	u	84%[activator][87.6 µM]	-1%[87.6 µM]	u
CCn1ccc(C(=O)N2CCc3nnc([C@@H]4C[C@@H](O)CN4C(C)C)n3CC2)n1	-1	i	-3%	i	3%	3%	i
Cc1c(Cl)cccc1NC(=O)CCS(=O)(=O)c1ccc(Br)s1	7	x	x	x	-16%	14%	x

# Following part.
Compound	IP6K1 inh	GPT2 inh	FLuc inh	3T3 cytotox	SNCA expr inhib	SNCA viab count	HEK293 tox
CN(C)C(=O)C1CN(C(=O)C2CCCC2)CC12CCOCC2 (centres undefined)	24	2%	-5%	i	51%[activator]	2%	3%
Cc1ccc([S+](=O)([O-])NC2CCN(C(=O)c3ccc(-c4cncnc4)cc3)CC2)cc1	-18	-4%	x	-11%	u	-3%[12.5 µM]	i
COc1cccc(-c2ccc(CN3CCCC3C(=O)NCC3CC3)cc2)c1 (centres undefined)	0	-8%	x	u	5%	-14%	45µM*
CN1C[C@H](O)C[C@H]1c1nnc2n1CCN(Cc1ccc(F)c(F)c1)C2	8	-3%	1%	-2%	9%	-10%[12.5 µM]	i

# Only SNCA expr inhib and 3T3 cytotox, for 4 of the compounds above:
SMILES | SNCA expr inhib | 3T3 cytotox
CN(C)C(=O)C1CN(C(=O)C2CCCC2)CC12CCOCC2 (centres undefined) | 51%[activator] | i
COc1cccc(-c2ccc(CN3CCCC3C(=O)NCC3CC3)cc2)c1 (centres undefined) | 5% | u
CN1C[C@H](O)C[C@H]1c1nnc2n1CCN(Cc1ccc(F)c(F)c1)C2 | 9% | -2%
Cc1ccc([S+](=O)([O-])NC2CCN(C(=O)c3ccc(-c4cncnc4)cc3)CC2)cc1 | u | -11%

# Bioassay records (PubChem)
